Source: PubChem
Shiga toxin inh – inhibitors of Shiga toxin in Vero cells; Vero cells, Shiga toxin protein synthesis inhibition reporter; inhibition, % at 38.7 µM; 290,000 compounds, 9.2% hits; AID 2315; in the data active = inhibition mostly above about 28%, no sharp cut-off; inactive = mostly below about 43%; note: 0% is about no effect
LmPK inhibitor – LmPK (Leishmania mexicana) enzyme inhibition; purified LmPK, Kinase-Glo ATP luminescence, 1 h; Potency, µM (titrated, usually from 57.5 µM), for inactives: at the highest dose activity change, negative = inhibition, hits mostly inhibitors; 290,000 compounds, 0.37% hits; note: potency is the fitted concentration of half-maximal effect; % is set by controls: 0 for no effect and ±100 for the full control effect
Target sequence (Q27686 whole entry, looked up): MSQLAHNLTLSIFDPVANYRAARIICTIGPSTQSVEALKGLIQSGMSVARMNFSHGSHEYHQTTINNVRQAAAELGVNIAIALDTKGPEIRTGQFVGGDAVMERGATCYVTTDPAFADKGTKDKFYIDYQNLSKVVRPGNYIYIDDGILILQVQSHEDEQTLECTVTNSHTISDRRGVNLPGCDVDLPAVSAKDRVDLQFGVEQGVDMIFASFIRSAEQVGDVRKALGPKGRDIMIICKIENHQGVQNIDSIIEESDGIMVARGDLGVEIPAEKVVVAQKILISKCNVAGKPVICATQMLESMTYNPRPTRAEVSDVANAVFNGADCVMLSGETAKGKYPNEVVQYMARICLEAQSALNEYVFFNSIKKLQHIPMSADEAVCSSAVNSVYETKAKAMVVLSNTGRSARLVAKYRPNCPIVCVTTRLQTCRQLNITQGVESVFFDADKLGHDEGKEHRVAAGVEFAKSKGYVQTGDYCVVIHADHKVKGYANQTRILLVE
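ATP generated from ADP (0.1 mM) and PEP (0.5 mM) by 0.1 nM LmPK over 1 h at room temperature (pH 7.2 imidazole buffer) was detected by coupled luciferase luminescence. Values were normalized to uninhibited and no-enzyme wells.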
TbPYK inhibitor – inhibitors of Trypanosoma brucei pyruvate kinase. TbPYK enzyme, Kinase-Glo Plus ATP luminescence, 45 min. Potency, µM (doses to about 76.8 µM), without a hit: at the top dose activity, negative = inhibition, actives largely listed as inhibitors. 410,000 compounds, 0.12% hits. Q57TT1. AID 624173; note: potency is the fitted concentration of half-maximal effect; % is set by controls: 0 for no effect and ±100 for the full control effect; nearly all actives have a fitted effect of over 50% in size
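Luminescence from Kinase-Glo Plus, added after a 45-minute room-temperature reaction, served as the end-point read-out. The enzyme and substrate were preincubated with compound before ADP (130 uM final) initiated turnover. Concentration-effect curves came from normalized qHTS data.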
Pf growth 96h – P. falciparum growth inhibition at 96 hours; P. falciparum luciferase reporter growth, 96 h; Potency, µM (top dose mostly 28.7 µM), inactives show top-dose activity change, negative = inhibition, actives largely listed as inhibitors; 320,000 compounds, 6.9% hits; AID 504834; note: potency is the fitted concentration of half-maximal effect; % is set by controls: 0 for no effect and ±100 for the full control effect
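Luminescence readout: decreased luciferase signal marks inhibited growth of reporter-expressing P. falciparum in infected red cells (2% hematocrit, 0.05% parasitemia final), exposed to compound two generations (96 h, 37 C, 5% CO2).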
Pf growth 48h – inhibits P. falciparum growth in the first generation, 48 h | P. falciparum luciferase growth in erythrocytes, 48 h | 310,000 compounds, 5.9% hits | Potency, µM (doses to about 28.7 µM), for inactives: at the highest dose activity change, negative = inhibition, usual class: inhibitors; note: potency is the fitted concentration of half-maximal effect; % is set by controls: 0 for no effect and ±100 for the full control effect
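Compounds are pin-transferred into medium, infected erythrocytes (2% hematocrit, 0.1% parasitemia final) are added, and plates sit one parasite generation at 37 C in 5% CO2. Detection reagent is then added and luminescence measured.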
HCV inh – blocks hepatitis C virus; 340,000 compounds, 3.4% hits; AID 651820; Huh7.5.1 HCVcc-Cre infection, luciferase reporter, 44 h; Potency, µM (top dose mostly 41.8 µM), without a hit: top-dose activity change, negative = inhibition, most hits filed as inhibitors; note: potency is the fitted concentration of half-maximal effect; % is set by controls: 0 for no effect and ±100 for the full control effect
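After 44 h co-culture of compound, cells and HCVcc-Cre (~0.5 moi), substrate is added for 15 min at room temperature and luciferase measured over 15 sec. Cells were seeded at 1,000/well and pre-cultured 4 h.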
Cycloheximide cs – counter-screen for Shiga toxin inhibitors: cycloheximide protein synthesis inhibition | cell reporter, cycloheximide protein synthesis inhibition counterscreen | max response, % | 300,000 compounds, 12% hits; in the data active = max response mostly above about 13%, no sharp cut-off; inactive = mostly below about 14%; note: read at 38.3 µM for the half of the compounds with a filed dose; 0% is about no effect
* hit, by the source's call; ? = inconclusive; . = no result given; & = joins results of further samples; [ ] = dose if it differs, or a comment. Unless noted, calls come from the whole dose curve; as a rule, active = well fitted curve in the direction sought with a large enough effect; inconclusive = small, poorly fitted or top-dose-only effect, or another doubt; inactive = no such curve, though single readings can be large; an effect the other way counts as inactive or inconclusive.

SMILES	Shiga toxin inh	LmPK inhibitor	TbPYK inhibitor	Pf growth 96h	Pf growth 48h	HCV inh	Cycloheximide cs
N#CC1=C(SCc2ccccc2)NC(=O)CC1c1ccc(O)cc1 (stereo unspecified)	12	1%	-2%	0%	33%[activator]	-3%	-3
COc1ccc(-n2ncc(C(C)NS(=O)(=O)c3cccs3)c2C)cc1 (stereo unspecified)	2	-6%	1%	23%	?	?	15
CSc1nc(C)[nH]c(=O)c1C#N	-4	4%	1%	-11%	4%	10%	-1
CC1COC2N=C(N[N+](=O)[O-])NC2O1 (stereo unspecified)	-4	0%	0%	13%	33%[activator]	0%	14
O=C(COC(=O)c1ccccc1)c1ccc(S(=O)(=O)N2CCCCC2)cc1	.	.	-7%	57%[activator]	3%	18%	.
CC(C)c1cc(Br)c(NC(=O)Nc2cccnc2)c(Br)c1	-11	0%	-1%	-11%	?	-2%	-3
COc1cc(/C=C2/C(=N)N3C=CSC3=NC2=O)ccc1OCCOc1ccc(NC(C)=O)cc1	-13	-4%	0%	-12%	21%	-7%	-4
O=C(CCNC(=O)c1ccc(Br)cc1)NCC1CCCO1 (stereo unspecified)	.	.	-1%	16%	5%	-9%	.
CCCOCC1CC2(SC(=Nc3ccc(C)cc3)NC2=O)C(=O)O1 (stereo unspecified)	-7	0%	-9%	23%	5%	20%	1
Cc1ccc(-n2ncc3c(SCC(=O)NNC(=O)C(C)C)ncnc32)cc1	5	-5%	-8%	-14%	55%[activator]	-5%	9
CCn1c(O)c(N=Nc2ccc3ccccc3n2)c2ccccc21	81*	-3%	-2%	97%[activator]	63%[activator]	?	39*
O=[N+]([O-])c1ccc(S(=O)(=O)Nc2ccccn2)cc1	.	-2%	7%	?	4%	15%	0
COCCNC(=O)c1cc2ncc(Br)cn2n1	18	-3%	1%	31%[activator]	.	21%	7
O=[N+]([O-])c1cccc(S(=O)(=O)NC2CC3CCC2C3)c1 (stereo unspecified)	.	14%	1%	-25%	10%	6%	-1
OC[C@@H](O)[C@@H](O)CO	.	.	-6%	14%	4%	18%	.
CCOc1ccccc1N/C(=N/c1nc(C)cc(C)n1)NC(=O)Nc1ccc(Cl)c(Cl)c1	-6	1%	.	-8%	?	4%	-2
CN(C)NC(=O)c1ccc([N+](=O)[O-])s1	-7	-1%	1%	12µM*	10µM*	-3%	-3
Cc1c(-c2cccc(NC(=O)c3cccs3)c2)nc2ncccn12	-4	-4%	-11%	?	?	-6%	11
Cc1nn(-c2ccccc2)c(Cl)c1/C=N/NC(=O)c1ccccc1NS(=O)(=O)c1cccs1	11	-3%	-9%	?	?	10%	6
Cc1ccc(NC(=O)C2CCCC2)cc1S(=O)(=O)N1CCOCC1	.	.	2%	-31%	-24%	-3%	.
CCOC(=O)CSc1nnc(CSc2nc(N)c3c(C)c(C)sc3n2)n1-c1ccccc1	-2	3%	-21%	?	3%	13%&31%	-3
COc1ccc(NC(=O)CSc2nnc(-c3ccco3)n2N)cc1Cl	6	1%	-1%	16%	8%	14%	-1
O=c1c2ccccc2nc2n1CCCCN2	-12	-14%	-11%	.	4%	5%	7
O=C(CCNS(=O)(=O)c1ccccc1Cl)OCc1nnc(-c2ccccc2Cl)o1	.	.	-6%	1%	2%	7%	.
CC1CCC2C(=O)N(c3cccc(C(=O)Nc4ccccc4Cl)c3)C(=O)C2C1 (stereo unspecified)	25	-2%	8%	12µM*	-14%	26%	1
Cc1[nH]c2ccccc2c1/C=N/NS(=O)(=O)c1ccccc1	6	3%	-1%	32%[activator]	7%	-2%	5
Cc1cc(NC(=O)CCC(=O)N(c2ccc(F)cc2)C(C(=O)NC2CCCC2)c2ccncc2)no1 (stereo unspecified)	-3	-3%	-7%	41%[activator]	39%[activator]	-9%	2
CCC(=O)N1CCc2cc(S(=O)(=O)NCCCN3CCN(Cc4ccccc4)CC3)ccc21	1	4%	4%	6%	?	?	-3
CC12CCCCC1N(O)C(=O)C(=O)N2O (stereo unspecified)	-11	-5%	-6%	15%	7%	30%	-3
CC1CCCN(C(=O)CN2C(=O)c3ccccc3C2=O)C1 (stereo unspecified)	-13	-3%	.	18%	-2%	1%	-1
Cn1cccc1Cc1nnc(SCC(=O)NC2CCCCC2)n1-c1ccc(F)cc1	0	1%	-1%	7%	.	1%	1
O=C(Nc1ccc2c(c1)OCO2)N1CCN(c2ccccc2Cl)CC1	85*	8%	-8%	-11%	.	-10%	52*
COc1ccc(OCC(=O)NCCCCCCNC(=O)COc2ccc(OC)cc2)cc1	-4	-2%	2%	2.9µM*	-14%	12%	-1
COc1ccccc1C(C)NC(=O)Cc1ccc(S(=O)(=O)N2CCOCC2)s1 (stereo unspecified)	.	.	-4%	-4%	?	-10%	.
CC1(C)CC(=O)C(C=Nc2ccccc2Sc2ccccc2)=C(O)C1	-15	4%	-6%	25%	-1%	10%	13
O=C(CN1C(=O)c2ccccc2C1=O)NCC(=O)OCC(=O)c1cccc([N+](=O)[O-])c1	54	-2%	-10%	-19%	8%	25%	-3
O=C(O)c1cccc(S(=O)(=O)Nc2ccccc2N2CCOCC2)c1	11	10%	-6%	15%	10%	13%	8
CN(C)CCCNCC(=O)Nc1ccc(Cl)cc1C(=O)c1ccccc1	-13	2%	6%	-30%	3.7µM*	?	14
Cc1cccc(N2CCN(C(=O)c3ccc(CS(=O)(=O)c4ccccc4C)o3)CC2C)c1 (stereo unspecified)	15	0%	.	170%[activator]	13µM*	6%	-5
Cn1cc(Br)c(C(=O)Nc2sc3c(c2C(N)=O)CCC3)n1	52*	1%	-13%	.	31%[activator]	?	30*
COc1ccc(Cl)cc1C(=O)n1cnc2ccccc21	.	1%	7%	?	22%	17%	-3
Cc1ccc(S(=O)(=O)[N-]c2nc3ccccc3nc2-n2cc[n+](Cc3ccccc3)c2)cc1	-2	4%	2%	1.5µM*	4.1µM*	?	2
COc1ccc(N2CCN(C(=S)NCc3ccc(C)cc3)CC2)cc1	-14	-1%	-5%	.	-5%[5.75 µM]	11%	-1
CC(NCc1ccc(F)cc1)C(=O)Nc1cc(S(=O)(=O)N2CCCCC2)ccc1Cl (stereo unspecified)	-18	3%	-1%	?	?	?	1
C=CCN1C(=O)c2ccc(C(=O)N3CCC(C(N)=O)CC3)cc2C1=O	-6	-9%	1%	6%	8%	11%	-3
CC(C)c1nnc(NC(=O)CC(=O)Nc2ccccc2C(=O)O)s1	-12	-19%	-7%	25%[5.75 µM]	78%[activator]	15%	13
CCOC(=O)c1c(C)[nH]c(C(=O)NNC(=O)c2ccccc2)c1C	89*	-1%	-5%	277%[activator]	146%[activator]	-18%	31*
CC(=O)N1CCN(C(=O)c2cccc(S(=O)(=O)NCc3ccccc3)c2)CC1	.	.	-4%	13%	1%	9%	.
COc1ccc(CC(=O)Nc2ccccc2NC(=O)Cc2ccc(OC)cc2)cc1	-6	-1%	-15%	20%	6.6µM*	-12%	-1
Cc1cccc(OCC2=NS(=O)(=O)c3ccccc3N2)c1	106*	-4%	-2%	4%	44%[activator]	-17%	38*
Cc1nn(CCC(=O)NCc2ccc(N(C)C)cc2)c(=O)c2nn(-c3ccccc3)c(C)c12	13	-4%	-1%&4%	?	-12%	-9%	2
O=C(O)CCCCC1SCC2NC(=O)NC21 (stereo unspecified)	-1&-25	3%&-1%	1%&-7%	60%[activator]	-7%&12%	?	-2&3
CC(C)(C)NC(=O)C(c1ccncc1)N(C(=O)Cn1nnc(-c2ccc(F)cc2)n1)c1ccccc1 (stereo unspecified)	-11	8.9µM*	0%	14%	0%	1%	-3
COc1cccc(CNCc2ccccc2OC)c1	-5	-4%	-1%	-14%	35%[activator]	9%	-4
CCOC(=O)C(=O)N1CCN(CC)CC1	-11	-3%	36%	?	-6%	1%	1
CNC(=S)N/N=C/c1cn(Cc2ccc(C)cc2)c2ccccc12	22	5%	-8%	?	?	?	4
Cn1nc(-c2ccccc2)cc1NC(=O)Nc1ccccc1F	57	1%	2%	50%[activator]	60%[activator]	-6%	36*
Cn1cc(C=O)c2cc(F)ccc21	-3	0%	6%	28%	9%	9%	-1
O=S(=O)(c1ccc(O)cc1)c1ccc(O)cc1	-4	-3%	2%	?	20%	0%	-3
Cc1ccc(Sc2ccc(C(=O)N(C)C)cc2[N+](=O)[O-])cc1	-18	1%	-5%	-4%	-20%	12%	1
Other records:
SMILES	Shiga toxin inh	LmPK inhibitor	TbPYK inhibitor	Pf growth 96h	Pf growth 48h	HCV inh	Cycloheximide cs
O=C(CSc1ncc(C(=O)O)n1-c1ccc(F)cc1)NCc1ccc2c(c1)OCO2	23	1%	-16%	-13%	12%	11%	6
CSc1ccccc1NC(=O)COC(=O)c1ccc(O)cc1	0	7%	2%	8%	18%	8%	10
Cc1ccc2cc3c(NC(=O)c4cccnc4)nn(C)c3nc2c1	12	1%	-3%	11%	?	?	5
CCC(C)NC(=O)c1cc2cc3ccc(OC)cc3nc2o1 (stereo unspecified)	39*	0%	0%	9%	?	?	30*
C=C(C)c1ccc(C(C)(C)NC(=O)N2CCN(C)CC2)cc1	-17	7%	5%	.	-3%	-2%	-3

Ten entries from above, reformatted:
Order of results: Shiga toxin inh	LmPK inhibitor	TbPYK inhibitor	Pf growth 96h	Pf growth 48h	HCV inh	Cycloheximide cs
- CNC(=S)N/N=C/c1cn(Cc2ccc(C)cc2)c2ccccc12
  22	5%	-8%	?	?	?	4
- Cn1nc(-c2ccccc2)cc1NC(=O)Nc1ccccc1F
  57	1%	2%	50%[activator]	60%[activator]	-6%	36*
- Cn1cc(C=O)c2cc(F)ccc21
  -3	0%	6%	28%	9%	9%	-1
- O=S(=O)(c1ccc(O)cc1)c1ccc(O)cc1
  -4	-3%	2%	?	20%	0%	-3
- Cc1ccc(Sc2ccc(C(=O)N(C)C)cc2[N+](=O)[O-])cc1
  -18	1%	-5%	-4%	-20%	12%	1
- O=C(CSc1ncc(C(=O)O)n1-c1ccc(F)cc1)NCc1ccc2c(c1)OCO2
  23	1%	-16%	-13%	12%	11%	6
- CSc1ccccc1NC(=O)COC(=O)c1ccc(O)cc1
  0	7%	2%	8%	18%	8%	10
- Cc1ccc2cc3c(NC(=O)c4cccnc4)nn(C)c3nc2c1
  12	1%	-3%	11%	?	?	5
- CCC(C)NC(=O)c1cc2cc3ccc(OC)cc3nc2o1 (stereo unspecified)
  39*	0%	0%	9%	?	?	30*
- C=C(C)c1ccc(C(C)(C)NC(=O)N2CCN(C)CC2)cc1
  -17	7%	5%	.	-3%	-2%	-3
